S1P3 ag: S1P3 (human) receptor agonism | S1P3 NFAT-BLA reporter cells, FRET ratio; relative to 1 µM S1P, basal subtracted | activation, % at 4.5 µM | 60,000 tested, 0.1% active;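 active = activation above the screen-wide mean plus 3 SD, cut at about 4.5% in these data, passing the limit was not always enough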; note: some compounds called inactive have numbers as strong as hits
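Material: Human S1P3 NFAT-BLA reporter CHO cells | Incubation: Overnight plating, 4 h compound 37 °C, 2 h substrate RT | Signal: FRET β-lactamase substrate fluorescence, excitation 405 nm, 460/535 nm emission ratio, background-subtracted | Compound: 4.5 µM final, single dose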
Ecoli tolC: growth inhibitors of E. coli BW25113 tolC mutant. OD615. growth inhibition, % at 10 µM (by protocol). 65,000 tested, 2.2% active. AID 573;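 active = growth inhibition at or above a cutoff equal to the mean over every tested compound plus 3 SD, cut at about 60% in these data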;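 note: growth measured after 20 h incubation at 37 °C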
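Test system: E. coli BW25113 ΔtolC::kan bacteria | Medium: Kanamycin-containing LB broth (50 µg/mL) | Dosing: One dose of 10 µM final | Times: 20 h incubation with compound, 37 °C | Detection: Optical density read at 615 nm | Read-out basis: Percent growth inhibition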
AP ELISA ortho: orthogonal test for alternative complement pathway inhibitors; Human serum alternative complement pathway, LPS-coated ELISA, C3 deposition; tested in compound mixtures; inhibition, % at 5 µM; 62,000 tested, 0.08% active;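 active = inhibition above 30% in each of the two pooled mixtures holding the compound, so the lower value exceeds 30%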;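 note: 0% = serum in Mg-EGTA without compound and 100% = EDTA serum blank; some compounds past the cut are filed as inactive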
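Medium: diluted human serum in Mg2+-EGTA GVB++. Assay system: human serum complement alternative pathway, C3 deposition onto LPS. Also added: Plate-bound LPS. Technique: Anti-C3 ELISA, OD 450 nm. Measure: percent inhibition. Incubation: 1 h at 37 °C. Dosing: 5 µM each compound, pools of ten, 50 µM per pool.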
S1P1 ag pot: activates or potentiates agonism at human S1P1 receptor; P21453; S1P1 CRE-bla cells, forskolin, beta-lactamase FRET, potentiator mode; S1P1 agonist co-added at EC20, 2 nM; 100% = saturating reference agonist, 0% = basal; activation, % at 9.5 µM; 56,000 tested, 0.57% active;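 active = activation above a cutoff set at the mean activation of all tested compounds plus 3 SD, cut at about 54% in these data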;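 note: forskolin at 4 µM as EC80 and the EC20 agonist is SEW2871; 100% = SEW2871 at its EC100 plus forskolin at EC80; some compounds past the cut are filed as inactive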
5-HT1A blocker: antagonists of human 5-HT1a serotonin receptor. 62,000 tested, 0.68% active. AID 612. CHO 5-HT1a Ga15 NFAT-bla reporter, antagonist mode. P08908. inhibition, % at 10 µM;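 active = inhibition above the mean of all tested compounds plus 3 SD, cut at about 43% in these data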;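 note: receptor stimulated by 5-CT agonist at 100 nM near EC80; beta-lactamase reporter measured by ratiometric fluorescence of a cleavable substrate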
HTR1E agonist: agonists of human 5-HT1E serotonin receptor; P28566; CHO 5-HT1E Ga15 NFAT-bla reporter, FRET; 0% DMSO wells, 100% control agonist wells; activation, % at 6 µM; 65,000 tested, 0.69% active;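 active = activation above a set limit, the screen-wide mean activation plus 3 SD, cut at about 8.5% in these data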;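 note: 100% = positive control agonist at 1 µM giving full maximal response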
Target sequence (P28566 whole entry, looked up): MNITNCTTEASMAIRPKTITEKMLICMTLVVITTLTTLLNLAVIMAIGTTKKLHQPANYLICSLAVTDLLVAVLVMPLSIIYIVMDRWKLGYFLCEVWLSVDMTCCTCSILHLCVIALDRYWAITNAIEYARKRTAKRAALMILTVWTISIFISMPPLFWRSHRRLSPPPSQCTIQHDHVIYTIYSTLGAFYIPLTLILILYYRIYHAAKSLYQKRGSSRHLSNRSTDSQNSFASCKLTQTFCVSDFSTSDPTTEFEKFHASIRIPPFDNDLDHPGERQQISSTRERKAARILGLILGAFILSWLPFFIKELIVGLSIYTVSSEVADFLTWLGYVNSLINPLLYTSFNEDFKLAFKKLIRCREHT
SF1 activator: activates the human nuclear receptor SF-1 | AID 522 | CHO-K1 Gal4-SF-1 LBD luciferase reporter; % increase over DMSO SF-1-specific signal | 65,000 tested, 1.9% active | activation, % at 10 µM;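 active = activation above the mean activation of all tested compounds plus 3 SD, cut at about 50% in these data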
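Compound – one dose, 10 µM compound, 1% DMSO · Test system – transient Gal4-SF-1 LBD reporter, CHO-K1 · Input – 4,000 cells in each well · Read-out basis – percent activation relative to DMSO median and mock-transfected background · Replicates – single measurement per compound · Technique – steady-glow luciferase luminescence, read after 15 min reagent incubation · Timing – 20 h compound treatment, 37 °C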
5HT1E antag: 5-HT1E (human) receptor antagonism | P28566 | CHO 5-HT1E Ga15 NFAT-bla reporter, FRET, antagonist | inhibition, % at 6 µM | 65,000 tested, 0.99% active | AID 571;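 active = inhibition above a set limit, the mean inhibition across every tested compound plus 3 SD, cut at about 29% in these data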;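 note: signal is the 460 over 535 nm emission ratio of beta-lactamase substrate; 0% = agonist plus DMSO wells and 100% = wells without agonist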
RORA act: activates the human nuclear receptor RORA | P35398 | CHO-K1 Gal4-RORA LBD luciferase reporter, luminescence; percent increase over mock-subtracted basal signal | activation, % at 10 µM | 65,000 tested, 1.5% active;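 active = activation above the mean of all tested compounds plus 3 SD, cut at about 49% in these data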;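 note: 0% = DMSO-treated RORA cells and 100% = added signal equal to DMSO minus mock-transfected cells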
Target sequence (P35398 whole entry, looked up, the tested form may be a part): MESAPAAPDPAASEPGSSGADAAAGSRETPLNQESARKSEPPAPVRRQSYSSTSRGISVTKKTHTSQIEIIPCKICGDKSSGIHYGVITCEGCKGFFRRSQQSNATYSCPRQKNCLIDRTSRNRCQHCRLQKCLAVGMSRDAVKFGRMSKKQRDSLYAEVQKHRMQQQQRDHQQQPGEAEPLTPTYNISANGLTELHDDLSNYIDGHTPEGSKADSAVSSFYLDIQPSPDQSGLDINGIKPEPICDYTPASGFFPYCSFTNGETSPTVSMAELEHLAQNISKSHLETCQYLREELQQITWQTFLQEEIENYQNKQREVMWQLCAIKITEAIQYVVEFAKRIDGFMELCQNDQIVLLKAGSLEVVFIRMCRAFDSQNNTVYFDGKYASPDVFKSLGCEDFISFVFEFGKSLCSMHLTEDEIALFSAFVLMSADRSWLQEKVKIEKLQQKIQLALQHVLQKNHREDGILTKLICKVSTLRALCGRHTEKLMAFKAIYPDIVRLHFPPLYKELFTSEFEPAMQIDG
* = called active by the depositor; nt = no result given.

SMILES	S1P3 ag	Ecoli tolC	AP ELISA ortho	S1P1 ag pot	5-HT1A blocker	HTR1E agonist	SF1 activator	5HT1E antag	RORA act
O=C(CCNS(=O)(=O)c1cccc2nsnc12)NC1CCN(Cc2ccccc2)CC1	nt	-8	2	nt	-6	-1.6	-10	-3	-11
Cc1ccc(OCCOCCn2ccnc2)c(Br)c1	-1.0	3	nt	-5	-8	-0.6	4	7	15
CCCCn1c(NC(=O)c2ccc(F)cc2)c(C#N)c2nc3ccccc3nc21	4.7*	88*	16	-190	5	9.1*	-12	-3	-2
CCCC(c1nnnn1C(C)(C)CC)N(Cc1ccco1)Cc1cc2ccc(OC)cc2[nH]c1=O (centres undefined)	-0.1	25	9	-11	-5	-0.4	2	-10	9
CCOC(=O)COc1ccc(N)cc1CC(NC(C)=O)(C(=O)OCC)C(=O)OCC	-0.6	-6	-7	4	-8	-1.5	-7	-3	-14
CCOC(=O)C(C)Sc1ccc2nnc(-c3ccc(F)cc3)n2n1 (centres undefined)	0.5	7	3	6	-8	0.3	1	8	-4
COC(=O)C1CCCN1C(=O)c1cccs1 (centres undefined)	-1.0	-14	2	-4	-1	0.8	12	-3	-15
COc1ccc(C(c2nnnn2Cc2ccccc2)N2CCN(c3ccccc3)CC2)cc1 (centres undefined)	-0.7	25	15	-4	36	-0.5	-8	3	12
CCn1c(C(=O)N2CCC(Cc3ccccc3)CC2)cc2sccc21	-0.7	80*	9	24	8	0.5	-13	-2	-30
COC(=O)c1cc(Br)c(=O)n(Cc2ccncc2)c1	-0.6	-3	6	-8	-6	0.0	-6	5	8
O=C(NCc1ccccn1)c1ccc(COc2ccc(Cl)cc2)o1	0.9	36	4	7	1	0.1	4	-2	19
O=C1CSC(c2cn(-c3ccccc3)nc2-c2ccccc2)N1Cc1ccco1 (centres undefined)	-1.0	15	-7	4	25	0.7	-14	-2	-2
CCCc1cc2c(=O)c(-c3ccccn3)coc2cc1OC	-1.1	0	-2	59	12	0.5	76*	13	54*
Cc1oc2c(CN3CCCC3)c(O)ccc2c(=O)c1-c1ccc(Cl)cc1	0.3	40	10	-21	-26	0.8	2	-7	16
CCOC(=O)c1ccc(NC(=O)C23CCC(C)(C(=O)O2)C3(C)C)cc1 (centres undefined)	-1.3	7	-1	5	-7	0.7	25	-3	32
Cc1cc2cc(CNC(=O)CCC(=O)O)ccc2[nH]1	-1.2	-6	18	4	0	0.4	-9	-5	-6
CCOCCCNC(=O)C(C)NS(=O)(=O)c1ccc(C)cc1 (centres undefined)	-0.6	-11	12	6	-5	-0.7	-12	1	10
CC1CCN(Cc2nc3c(c(=O)n(C)c(=O)n3C)n2CCCc2ccccc2)CC1	0.5	nt	nt	-17	17	0.6	-21	3	5
CC(C)CCOP(=O)(c1ccc(N(C)C)cc1)C(O)c1ccccc1F (centres undefined)	-0.4	24	17	-18	10	0.2	11	-19	4
O=C(NC1CSC/C1=N\O)c1ccccc1 (centres undefined)	-0.9	-23	16	nt	-1	0.4	8	-10	0
CCCC1(C(=O)OCC)NC(c2cc(OC)c(OC)c(OC)c2)C2C(=O)N(CC)C(=O)C21 (centres undefined)	nt	-9	9	nt	-1	0.1	1	-4	1
COCC(=O)OCn1nnc2ccccc2c1=O	-1.2	-22	-12	3	3	-1.7	4	8	20
COC(=O)C1=C(C)NC2=C(C(=O)CCC2)C1c1cccs1 (centres undefined)	-0.8	-5	-3	nt	-11	-0.3	2	-2	-6
Cc1ccc(-n2nnc3c(=O)n(CC(=O)N4CCCC4)cnc32)cc1	-0.6	0	14	1	2	0.0	4	-9	26
COC(=O)c1cc(NC(=O)C2CC2)cc(C(=O)OC)c1	0.2	-3	-4	9	-1	1.5	1	-7	1
CCC(C)NC(=O)CSc1nnc(-c2ccc(C(C)(C)C)cc2)n1C (centres undefined)	1.3	2	18	5	-21	0.4	-7	-9	1
O=C(CSc1nnc(SCC(=O)c2ccco2)s1)c1ccco1	0.3	1	13	12	-9	-0.4	30	-1	12
CCN1CCN(CC(=O)Nc2ccccc2)C(=O)C1=O	-1.5	-5	6	-20	8	-0.2	-41	7	-5
C=CCc1cc(C)ccc1OCC(O)CN1CCN(c2ccccc2)CC1 (centres undefined)	-0.3	67*	20	-13	28	-0.6	0	2	-14
O=C(CN(Cc1ccco1)C(=O)CCC(=O)Nc1ccccn1)NCCc1ccccc1	-1.0	16	-11	15	4	-0.6	-25	-3	-8

Two records picked at random from those above:
SMILES	S1P3 ag	Ecoli tolC	AP ELISA ortho	S1P1 ag pot	5-HT1A blocker	HTR1E agonist	SF1 activator	5HT1E antag	RORA act
COC(=O)C1=C(C)NC2=C(C(=O)CCC2)C1c1cccs1 (centres undefined)	-0.8	-5	-3	nt	-11	-0.3	2	-2	-6
COCC(=O)OCn1nnc2ccccc2c1=O	-1.2	-22	-12	3	3	-1.7	4	8	20

Additional entries follow.
SMILES	S1P3 ag	Ecoli tolC	AP ELISA ortho	S1P1 ag pot	5-HT1A blocker	HTR1E agonist	SF1 activator	5HT1E antag	RORA act
CCn1c(-c2cc(Br)cc(OC)c2O)nc2cc(S(=O)(=O)N(C)C)ccc21	nt	54	4	nt	-30	1.6	6	-8	15
O=C(O)CC(NCc1ccco1)C(=O)OCC1CCCO1 (centres undefined)	-3.7	-8	nt	7	nt	-0.8	-14	-6	23
COc1ccc(-c2nc(NC(=O)C3CCN(c4nc5ccccc5o4)CC3)sc2C)cc1	-1.0	6	2	47	18	0.6	-2	-15	-21
O=C(NCc1ccc2c(c1)OCO2)c1ccc2c(c1)C(=O)N(CC1CCCO1)C2=O (centres undefined)	-1.1	3	21	12	9	-0.9	-14	7	-5
CCN(CC)c1ccc(NC(=O)c2ccc(NC(=O)C3CCCO3)cc2)c(C)c1 (centres undefined)	nt	6	14	nt	8	-1.1	0	1	0
Cn1c(NCCN2CCOCC2)nc2c1c(=O)n(Cc1cccc(Cl)c1)c(=O)n2C	-0.9	nt	14	0	12	0.8	-5	7	-10
O=C(CSc1n[nH]c(-c2ccc(S(=O)(=O)N3CCCCC3)cc2)n1)Nc1nccs1	-0.7	-22	6	0	-7	-0.3	-9	5	-6
O=C(CSc1n[nH]c(-c2cccs2)n1)N1CCN(S(=O)(=O)c2ccccc2)CC1	0.4	5	7	5	-4	0.0	10	-5	6
CSc1ccccc1NC(=O)c1onc(C)c1Cl	-1.0	0	14	-25	-1	1.7	2	-2	-5
COc1ccc(-c2cn3c(C)c(C(=O)N4CCN(c5ccccc5F)CC4)sc3n2)cc1	-0.6	23	7	10	-12	2.0	-17	23	-4
CS(=O)(=O)N(Cc1ccc(C(=O)NC2CCCCC2O)cc1)c1ccccc1 (centres undefined)	-0.4	-13	7	-29	-2	-0.1	-22	3	12
O=C(Cc1ccc(-c2ccccc2)cc1)NCCN1CCOCC1	-1.8	-15	2	-30	-2	-0.5	-16	2	1
O=C(C1CCN(S(=O)(=O)c2cnc[nH]2)CC1)N1CCN(Cc2ccc3c(c2)OCO3)CC1	1.3	-23	4	-1	-15	0.6	-6	0	-10
Fc1ccc(N2CCN(c3nc(-c4ccco4)cc(C(F)(F)F)n3)CC2)cc1	nt	10	9	nt	8	-0.3	-12	-4	-17
O=S(=O)(c1cc(F)cc(F)c1)N1CCN(c2ncccn2)CC1	nt	3	5	nt	5	-0.5	4	2	-5
O=C(c1cc(Cl)ccc1Cl)N1CCOCC1	-2.1	-2	-4	-21	0	-0.3	4	-5	-5
Cc1nnc(SCCn2c(N3CCCC(C)C3)nc3c2c(=O)[nH]c(=O)n3C)s1 (centres undefined)	0.3	nt	7	8	-3	0.0	4	5	5
O=C(c1ccc(CN2CCOCC2)cc1)N1CCN(Cc2ccccc2)CC1	-1.0	2	11	-21	-5	-0.5	-5	-6	-2
Cc1ccccc1N(C(=O)CCC(=O)Nc1ccccn1)C(C(=O)NC(C)C)c1ccc(O)cc1 (centres undefined)	0.8	3	9	-17	3	0.6	-2	-4	7
COCCCNC(=O)CSc1ccc(Cl)cc1	-1.6	-15	15	-18	6	-0.9	-1	2	-5

Limited to S1P3 ag and 5-HT1A blocker, for 2 of the compounds above:
molecule | S1P3 ag | 5-HT1A blocker
O=C(C1CCN(S(=O)(=O)c2cnc[nH]2)CC1)N1CCN(Cc2ccc3c(c2)OCO3)CC1 | 1.3 | -15
O=S(=O)(c1cc(F)cc(F)c1)N1CCN(c2ncccn2)CC1 | nt | 5

(further entries)
SMILES	S1P3 ag	Ecoli tolC	AP ELISA ortho	S1P1 ag pot	5-HT1A blocker	HTR1E agonist	SF1 activator	5HT1E antag	RORA act
CCc1ccc(NC(=O)c2cc(-c3ccco3)on2)cc1	-0.9	-2	5	56*	9	-0.3	-19	0	-3
COc1cc(Cn2c(C(=O)O)cc3sccc32)cc(OC)c1OC	nt	8	10	nt	-9	1.3	2	-3	10
CC(=O)N1CCc2cc(S(=O)(=O)NC(CC(C)C)C(=O)N3CCn4c3nc3ccccc34)ccc21 (centres undefined)	0.3	9	-3	-14	2	0.1	14	-5	-21
O=C(NCc1cccnc1)c1cn(-c2ccccc2)nc1-c1cccs1	0.2	3	1	24	16	0.1	27	15	-4
COc1ccc2nc(NC(=O)C3CCCN3S(=O)(=O)c3ccc(C)cc3)sc2c1 (centres undefined)	-0.8	18	18	7	-5	-0.8	16	6	16
O=C(Nn1cnnc1)c1cc2cc(Br)ccc2oc1=O	-0.5	11	24	12	1	0.0	-2	3	10
Cc1ccc(CSC2=Nc3ccccc3C3=NC(CCC(=O)NCc4ccco4)C(=O)N23)cc1 (centres undefined)	0.8	22	19	-17	-19	-0.6	2	-10	3
N#CCCN1CCN(C(CNS(=O)(=O)c2ccc(Cl)cc2)c2ccccc2)CC1 (centres undefined)	-0.6	14	6	-15	-10	-0.2	0	5	-1
O=C(COC(=O)C1COc2ccccc2O1)NC(=O)NC1CCCC1 (centres undefined)	0.1	-9	38	6	-15	-0.8	-9	-7	-5
Cn1c(C(=O)N2CCCC2)cc2c(=O)n(C)c3ccccc3c21	-0.5	11	13	-18	-9	0.5	11	-6	14
COc1ccccc1Cc1noc(COc2cccc(C)c2C)n1	-1.2	34	24	nt	-1	0.8	-2	-7	-4
COc1cccc(N2CCN(c3ncnc4c3[nH]c3ccc(F)cc34)CC2C)c1 (centres undefined)	-8.3	-1	-5	115*	nt	-1.5	-96	104*	-95
CCOC(=O)C1CCN(c2nnc(N3CCCC3=O)s2)CC1	-0.4	-19	19	-22	-8	-0.9	11	-10	4
CCOC(=O)Nc1ccc2c(c1)nc(CN1CCN(C(C)=O)CC1)n2C	-0.8	8	19	2	0	-1.1	-4	1	-22

Screening results: PubChem BioAssay, several laboratories
